# TNAP inh no acc – inhibitors of human TNAP without phosphate acceptor; inhibition, % at 20 µM; 0.26% of 200,000 active; purified TNAP, CDP-star luminescence, 30 min;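 active means tissue-nonspecific alkaline phosphatase inhibition above about 50% at 20 µM in the single-dose screen, limit read from the data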;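 further: 0% = DMSO negative control and 100% = EDTA positive control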
# PMI act – activators of human phosphomannose isomerase | P34949 | purified human PMI, coupled resazurin fluorescence, 20 min; hits give high values; 1 = vehicle control, 0 substrate-free wells | 0.005% of 190,000 active | activation factor at 20 µM;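 active means activation factor of 2 or more at 20 µM, relative to plate controls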
# Target sequence (P34949 whole entry, looked up): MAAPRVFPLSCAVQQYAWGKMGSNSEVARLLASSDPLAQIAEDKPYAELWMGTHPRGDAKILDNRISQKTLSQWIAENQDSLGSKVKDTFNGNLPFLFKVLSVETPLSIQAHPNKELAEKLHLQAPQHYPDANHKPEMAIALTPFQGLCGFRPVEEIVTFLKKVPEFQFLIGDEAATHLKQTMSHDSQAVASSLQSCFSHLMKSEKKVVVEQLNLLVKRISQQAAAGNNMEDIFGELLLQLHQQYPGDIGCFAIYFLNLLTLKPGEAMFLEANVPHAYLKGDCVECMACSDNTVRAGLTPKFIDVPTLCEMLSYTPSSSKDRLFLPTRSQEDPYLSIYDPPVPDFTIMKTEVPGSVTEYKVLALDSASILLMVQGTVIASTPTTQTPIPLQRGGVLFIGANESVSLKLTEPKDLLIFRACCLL
# APP 5'UTR act – activates APP 5'UTR luciferase reporter; AID 1276; 1% of 190,000 active; activation, % at 2 µM; SH-SY5Y APP 5'UTR luciferase reporter, luminescence; zero percent = DMSO vehicle wells;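 active means activation above a set limit, based on mean plus 3 SD of controls, cut at about 140% in these data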; further: values of inactives mirror those of a sister screen read the other way
# bIAP act – intestinal alkaline phosphatase (bovine) activation; purified bovine IAP, CDP-star luminescence, 30 min; hits give high values; fold of DMSO-control signal, blank-subtracted; activation factor at 20 µM; 0.17% of 200,000 active;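 active means activation factor of 2 or more at 20 µM, a signal rise over negative controls twice the positive control's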
# TNAP act hi DEA – TNAP (human) activation, high acceptor | 200,000 tested, under 10 active | P05186 | purified TNAP, CDP-star luminescence, 1 M DEA, 30 min; hits give high values; 0 = EDTA background, 1 = DMSO-only activity | activation factor at 20 µM | AID 1136;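 active means activation factor at least 2 at 20 µM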
#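 Measured by: Luminescent substrate turnover signal | Test system: Human TNAP | Input: TNAP 1/800 final | Dosing: 20 µM single point | Schedule: 30 min, room temperature | Controls: EDTA wells as negative control, DMSO wells as positive control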
# PMI act satM6P – PMI (human) activation, high substrate; P34949; coupled PMI enzyme assay, resazurin fluorescence, 20 min; hits give high values; 1 = untreated enzyme, 0 = substrate-free blank; activation factor at 20 µM; 0.34% of 190,000 active; AID 1216;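 active means activation factor of 2 or more at 20 µM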
#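 Test system: human phosphomannose isomerase with PGI, G6PDH, diaphorase coupling enzymes / Doses: 20 µM compound, 1% DMSO / Times: enzyme reaction with compound 20 min at room temperature / Measured by: Diaphorase-driven resazurin-to-resorufin fluorescence, excitation 544, emission 590 nm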
# FLuc stim CS – firefly luciferase counter-screen for stimulation assays | activation factor at 10 µM | 200,000 tested, under 10 active | ATPlite luciferase biochemical, luminescence, 10 min; 0 = ATP-free wells, 1 = DMSO control | P08659;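 active means luciferase activation factor, scaled between plate controls, of at least 2 with compound at 10 µM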
# Target sequence (P08659 whole entry, looked up): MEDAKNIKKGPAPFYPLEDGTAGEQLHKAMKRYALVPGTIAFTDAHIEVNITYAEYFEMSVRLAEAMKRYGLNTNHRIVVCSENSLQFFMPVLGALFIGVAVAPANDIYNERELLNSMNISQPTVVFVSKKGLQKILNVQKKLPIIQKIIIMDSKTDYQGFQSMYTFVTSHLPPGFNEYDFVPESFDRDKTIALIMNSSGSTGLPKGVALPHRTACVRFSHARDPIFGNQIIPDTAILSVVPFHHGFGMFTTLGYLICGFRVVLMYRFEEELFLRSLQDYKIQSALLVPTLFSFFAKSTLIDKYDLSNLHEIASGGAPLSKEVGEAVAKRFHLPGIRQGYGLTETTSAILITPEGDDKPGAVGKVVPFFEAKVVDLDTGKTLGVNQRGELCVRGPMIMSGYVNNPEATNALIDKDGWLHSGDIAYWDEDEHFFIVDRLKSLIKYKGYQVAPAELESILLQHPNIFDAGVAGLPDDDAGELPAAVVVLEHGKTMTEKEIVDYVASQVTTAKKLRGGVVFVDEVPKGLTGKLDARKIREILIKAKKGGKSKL
#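 Assay system – cell-free luciferase reagent · Medium – PBS-based ATP solution · Dosing – test compounds dosed from 2 mM stocks in 100% DMSO · Timing – 10 min, room temperature · Technique – light output (luminescence) · Measure – luminescence gain marking luciferase activators · Controls – No-ATP low control, compound-free enzyme-plus-ATP high control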
# NF-kB neuron act – compounds increasing NF-kB expression in human neuronal cells; fold change at 12.5 µM; 1.6% of 190,000 active; NF-kB reporter expression; hits give high values; in the data active means fold change above about 3.3
# FLuc inh counter – Photinus pyralis luciferase inhibition counter-screen | P08659 | ATPLite firefly luciferase biochemical luminescence, 10 min | inhibition, % at 10 µM | 1.5% of 200,000 active;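 active means inhibition above about 50% when tested at 10 µM, limit read from the data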
# TNAP inh hiacc – blocks human TNAP under high phosphate acceptor concentration | AID 1135 | 0.03% of 200,000 active | P05186 | purified TNAP, CDP-star luminescence, 1 M DEA | inhibition, % at 20 µM;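 active means over 50% inhibition of tissue-nonspecific alkaline phosphatase at 20 µM in the single-dose screen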;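 further: plate controls were DMSO wells for no effect and EDTA-quenched wells as full inhibition for full effect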
# Active calls of the source: *; x = no result given. Random draw from the library. About 3.6% of those tested had a hit in this group.
No. | Molecule | PMI act satM6P | FLuc stim CS | TNAP inh no acc | TNAP act hi DEA | bIAP act | APP 5'UTR act | FLuc inh counter | TNAP inh hiacc | NF-kB neuron act | PMI act
1 | CCC1C(=O)N=C(SCC(=O)Nc2ccc(C(=O)OC)cc2)NC1=O (stereo not drawn) | 1.1 | 1 | -5 | 1 | 0.9 | 9 | -1 | 2 | 1 | 1
2 | COc1cc(C(C(=O)NC2CCCCC2)N(C(=O)Cc2c[nH]c3ccccc23)c2ccc(C)cc2)cc(OC)c1OC (stereo not drawn) | 0.9 | 1.1 | -15 | 1 | 0.9 | 18 | -6 | 1 | 0.71 | 0.8
3 | COc1ccc(CCNC(=O)c2nn(C)cc2Cl)cc1 | 0.9 | 0.9 | -9 | 1 | 0.9 | 6 | 6 | -4 | 1.5 | 0.9
4 | Cc1ccc(N/C=C2\CCCCC2=O)c(C)c1 | 1 | 1 | -5 | 1 | 0.9 | -2 | -2 | -3 | 1.3 | 1
5 | Cc1cc(C)c(NC(=O)CS(=O)CC(=O)NC2CCCc3ccccc32)c(C)c1 (stereo not drawn) | 1.1 | 1.1 | -6 | 1 | 0.8 | 3 | -6 | 1 | 1.2 | 1
6 | CC(=O)Nc1ccc(N2CC(C)(C)C2=O)cc1 | 1 | 1.1 | -8 | 1.1 | 1 | -9 | -7 | -6 | 1.6 | 1
7 | CCOC(=O)c1c(C)c(C(=O)N2CCN(c3ccccc3)CC2)c(C)n1C | 0.9 | 1 | -7 | 1 | 1.2 | -17 | -2 | -1 | 1.4 | 0.9
8 | O=C(N/N=C/c1ccc(Br)s1)c1ccncc1 | 0.9 | 1 | -10 | 1 | 1 | 2 | 3 | -1 | 0.79 | 1
9 | COc1ccc(NC(=O)CSc2nc3ccccc3c(=O)n2CCC(=O)N2CCCCC2)cc1 | 1 | 1.1 | -12 | 1 | 1.2 | 7 | -5 | -4 | 0.57 | 0.8
10 | Cc1ccc(S(=O)(=O)NCC(=O)OCC(=O)c2ccc(Br)s2)cc1 | 1 | 1.1 | 2 | 1 | 0.9 | -7 | -6 | -1 | 1 | 1

# Record cards, as listed above. Order of values: PMI act satM6P, FLuc stim CS, TNAP inh no acc, TNAP act hi DEA, bIAP act, APP 5'UTR act, FLuc inh counter, TNAP inh hiacc, NF-kB neuron act, PMI act
# Cc1ccc(S(=O)(=O)NCC(=O)OCC(=O)c2ccc(Br)s2)cc1 is listed with 1, 1.1, 2, 1, 0.9, -7, -6, -1, 1, 1
# Cc1ccc(N/C=C2\CCCCC2=O)c(C)c1 is listed with 1, 1, -5, 1, 0.9, -2, -2, -3, 1.3, 1
# CCOC(=O)c1c(C)c(C(=O)N2CCN(c3ccccc3)CC2)c(C)n1C is listed with 0.9, 1, -7, 1, 1.2, -17, -2, -1, 1.4, 0.9

# Returning to the listing; the 3 compounds before the break are reprinted first.
No. | Molecule | PMI act satM6P | FLuc stim CS | TNAP inh no acc | TNAP act hi DEA | bIAP act | APP 5'UTR act | FLuc inh counter | TNAP inh hiacc | NF-kB neuron act | PMI act
8 | O=C(N/N=C/c1ccc(Br)s1)c1ccncc1 | 0.9 | 1 | -10 | 1 | 1 | 2 | 3 | -1 | 0.79 | 1
9 | COc1ccc(NC(=O)CSc2nc3ccccc3c(=O)n2CCC(=O)N2CCCCC2)cc1 | 1 | 1.1 | -12 | 1 | 1.2 | 7 | -5 | -4 | 0.57 | 0.8
10 | Cc1ccc(S(=O)(=O)NCC(=O)OCC(=O)c2ccc(Br)s2)cc1 | 1 | 1.1 | 2 | 1 | 0.9 | -7 | -6 | -1 | 1 | 1
11 | O=C(c1ccc(F)cc1)C1CCN(C(=S)Nc2ccccc2)CC1 | 0.9 | 1.1 | -12 | 1.1 | 0.9 | 19 | -8 | -8 | 1.1 | 0.9
12 | CC[C@@H](C)[C@H](NC(=O)OC(C)(C)C)c1nnc(S(=O)(=O)Cc2cc(C)ccc2C)o1 | 1 | 1.1 | -5 | 1 | 1.1 | -29 | -8 | 0 | 0.62 | 1
13 | COc1ccccc1NC(=S)Nc1cccc2cnccc12 | 0.4 | 1 | -11 | 1 | 0.2 | 13 | -2 | 1 | 0.94 | 0.3
14 | COCc1cc(=O)n2[nH]c(-c3cccc(Br)c3)cc2n1 | 0.8 | 0.8 | -1 | 1 | 0.9 | -3 | 19 | 1 | 1.6 | 0.8
15 | COc1cccc(-n2nnc3c(=O)n(CC(=O)OCc4ccccc4)cnc32)c1 | 1 | 1 | -4 | 1 | 1 | 2 | 2 | -1 | 1 | 1
16 | CC(C)c1ccc(NC(=S)N(C)CCc2ccccn2)cc1 | 1 | 1 | -7 | 1 | 1.1 | 21 | 1 | -2 | 1.2 | 1
17 | COC(=O)[C@@H](NC(=O)O[C@@H]1C(=O)c2cc(Br)ccc2O[C@H]1c1cccc(OC)c1)C(C)C | 1 | 1 | 2 | 1 | 1.2 | 10 | 1 | 4 | 1.3 | 1
18 | CCOC(=O)c1ccc[n+](CC(=O)c2ccccc2)c1 | 1.2 | 1 | -11 | 0.9 | 1 | x | -5 | 5 | 1.1 | 1.1
19 | CN(C)/C=C(\C#N)C(=O)c1cccc(Oc2ccc(Br)cc2)c1 | 1 | 1 | -6 | 1 | 1 | 4 | 3 | 0 | 0.93 | 0.9
20 | O=C1OCCC1Sc1nnnn1-c1ccccc1 (stereo not drawn) | 1.1 | 1 | -12 | 1 | 0.9 | -7 | -1 | -4 | 1.4 | 1

No. | Molecule | PMI act satM6P | FLuc stim CS | TNAP inh no acc | TNAP act hi DEA | bIAP act | APP 5'UTR act | FLuc inh counter | TNAP inh hiacc | NF-kB neuron act | PMI act
21 | Cc1onc(C(=O)NCc2ccccn2)c1[N+](=O)[O-] | 1 | 1 | -8 | 1 | 1.1 | 2 | -2 | -3 | 1.1 | 1
22 | CC(=O)NS(=O)(=O)c1ccc(NC(=S)NC(=O)C(C)(C)C)cc1 | 1.1 | 1 | 2 | 1 | 0.9 | -10 | -1 | -4 | 1 | 1.1
23 | CN1CCN(C(=O)c2cc3nc(-c4ccc(F)cc4)cc(C(F)(F)F)n3n2)CC1 | 1 | 1.1 | -16 | 1.1 | 0.9 | -15 | -6 | -6 | 0.9 | 1.1
24 | CCC(=O)Nc1ccc(C(=O)Cn2nc(C(=O)O)c3ccccc3c2=O)cc1 | 1 | 1.1 | -5 | 1 | 0.9 | x | -6 | -2 | 0.99 | 1
25 | CC(=O)Nc1ncnc2c1c(-c1ccc(Cl)cc1)nn2C(C)(C)C | 0.9 | 1 | -6 | 1 | 1 | 18 | -3 | -1 | 0.92 | 0.9
26 | CC(C)C(NC(=O)c1ccc(Cl)cc1)C(=O)NC1=NCCS1 (stereo not drawn) | 1.1 | 1 | -14 | 1 | 0.9 | 16 | -3 | -4 | 1.1 | 1
27 | COC(=O)c1ccc2c(=O)n(CC3CCCO3)c(SCC(=O)Nc3ccccc3OC)nc2c1 (stereo not drawn) | 0.9 | 0.8 | -1 | 1 | 1 | 7 | 19 | 0 | 0.72 | 0.8
28 | Cc1ccc(-n2nc(C)c3c(C)c(CCC(=O)NCc4ccco4)c(C)nc32)cc1 | 0.9 | 1.1 | -17 | 1.1 | 1 | 10 | -5 | -5 | 1 | 0.9
29 | COc1cc(/C=C2\SC(=S)N(CC(=O)Nc3ccc(O)cc3)C2=O)cc(OC)c1OC | 1 | 1.1 | -13 | 1 | 1 | -19 | -6 | 2 | 1 | 1
30 | Cc1ccc(S(=O)(=O)N2CCOCC2)cc1NC(=O)CSc1n[nH]c(N)n1 | 1 | 1.1 | -14 | 1 | 1.1 | -8 | -5 | 0 | 1.1 | 1

No. | Molecule | PMI act satM6P | FLuc stim CS | TNAP inh no acc | TNAP act hi DEA | bIAP act | APP 5'UTR act | FLuc inh counter | TNAP inh hiacc | NF-kB neuron act | PMI act
31 | CCCCOc1c(Br)cc(/C=N/O)cc1OCC | 0.9 | 1.1 | -10 | 1 | 1 | 18 | -10 | -5 | 0.96 | 0.9
32 | COc1cc2ncnc(NCc3ccc(Cl)cc3)c2cc1OC | 0.9 | 1 | -4 | 1 | 1.1 | 6 | -2 | 0 | 1 | 0.8
33 | CCN(CC)S(=O)(=O)c1cc(C(=O)Nc2cccnc2)ccc1Cl | 1 | 1 | -7 | 1 | 0.9 | -13 | 1 | -3 | 0.85 | 0.9
34 | Cc1cc(C)cc(OCC(=O)Nc2cccc(C(=O)O)c2)c1 | 1.1 | 1.1 | -19 | 1.1 | 0.9 | 8 | -5 | -8 | 1.4 | 1.1
35 | O=[N+]([O-])c1ccc(S(=O)(=O)NCC2CCCO2)cc1 (stereo not drawn) | 0.9 | 1.1 | -16 | 1 | 0.6 | -5 | -9 | -4 | 1 | 0.9
36 | CS(=O)(=O)N1CCC(C(=O)N2CCN(c3ccc(F)cc3)CC2)CC1 | x | 1 | -8 | 1 | 1.1 | -5 | -4 | -2 | 1.1 | x
37 | COCCCn1c(SCC(=O)Nc2ccc(C(C)=O)cc2)nc2ccccc2c1=O | 1 | 1 | 5 | 1 | 0.9 | -1 | -2 | -3 | 1.5 | 1
38 | COc1ccc(/C=C/C(=O)NC(C)CCc2ccccc2)cc1 (stereo not drawn) | 1 | 1.1 | -19 | 1 | 0.9 | 18 | -8 | 2 | 1.6 | 1
39 | C#CCOCCOCCOCCNc1nc(N2CCN(C(=O)[C@H](CCC(=O)O)n3cc(C(N)CC(C)C)nn3)CC2)nc(N2CCN(C(=O)[C@H](Cc3cc4ccccc4[nH]3)n3cc(C(N)[C@H](C)CC)nn3)CC2)n1 (stereo partly drawn) | 1 | 1.1 | -17 | 1.1 | 1.2 | 11 | -5 | -10 | 1.1 | 1.1
40 | CCOC(=O)C1CCN(C(=O)CCN2C(=O)C3C4C=CC(C4)C3C2=O)CC1 (stereo not drawn) | 1 | 1.1 | -10 | 1.1 | 0.9 | -7 | -6 | -5 | 1.5 | 0.9

No. | Molecule | PMI act satM6P | FLuc stim CS | TNAP inh no acc | TNAP act hi DEA | bIAP act | APP 5'UTR act | FLuc inh counter | TNAP inh hiacc | NF-kB neuron act | PMI act
41 | O=C(CN1C(=O)COc2ccccc21)NCCN1CCC(Cc2ccccc2)CC1 | 1 | 1 | -8 | 1 | 1.2 | 2 | 1 | 0 | 1.2 | 1
42 | O=C(CC1CCCCC1)N1CCCC(c2nc(-c3ccc(S(=O)(=O)N4CCCC4)cc3)no2)C1 (stereo not drawn) | 1 | 1 | 13 | 1 | 1 | 7 | -3 | 1 | 0.45 | 0.9
43 | COc1cc(C(=S)N(C)C)ccc1O | 0.8 | 1 | -6 | 1 | 1 | 13 | -3 | 0 | 1.1 | 0.7
44 | CNC(=O)CSc1nc2nn(-c3ccccc3)c(=O)c-2c2n1CCCCC2 | 1 | 1.1 | 0 | 1 | 1 | 2 | -5 | 0 | 1.4 | 1.1
45 | O=C(OCCN1C(=O)c2ccccc2C1=O)c1cc(S(=O)(=O)N2CCOCC2)ccc1F | 1 | 1.1 | -8 | 1 | 0.9 | 11 | -6 | 0 | 0.79 | 0.9
46 | Cc1ccc(C(C)C)c(OCC(O)CN2CCN(CCO)CC2)c1 (stereo not drawn) | 1.2 | 1.1 | 0 | 1 | 1 | 8 | -6 | 3 | 1.2 | 1.2
47 | Cc1cc2ccccn2c1C(=O)c1ccc([N+](=O)[O-])o1 | 0.9 | 1 | 0 | 0.9 | 0.9 | -54 | -1 | 14 | 1 | 1
